AmpC detergent = qHTS Inhibitors of AmpC Beta-Lactamase (assay with detergent) | Potency, µM (highest dose often 114 µM), for inactives: at the highest dose activity change, negative = inhibition, hits mostly inhibitors | 370,000 tested, 0.041% active | AmpC hydrolysis of nitrocefin, absorbance 480 nm, 0.01% Triton | P00811;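 further: potency means the concentration at half of the fitted maximal effect; 0% = no-compound wells and -100% = no-enzyme wells; nearly all actives have a fitted effect of over 25% in size; some results filed as inactive show a strong effect at the top dose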
Target sequence (P00811 whole entry, looked up): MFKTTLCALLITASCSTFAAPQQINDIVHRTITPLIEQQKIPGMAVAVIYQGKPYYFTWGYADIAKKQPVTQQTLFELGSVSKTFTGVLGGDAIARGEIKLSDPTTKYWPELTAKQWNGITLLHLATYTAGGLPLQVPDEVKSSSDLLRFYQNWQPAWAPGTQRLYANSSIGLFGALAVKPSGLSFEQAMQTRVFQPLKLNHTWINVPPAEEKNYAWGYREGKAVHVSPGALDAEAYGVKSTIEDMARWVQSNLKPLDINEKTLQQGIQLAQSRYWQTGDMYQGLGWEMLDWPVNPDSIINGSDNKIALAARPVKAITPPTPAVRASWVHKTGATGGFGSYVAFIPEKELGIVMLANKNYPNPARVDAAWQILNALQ
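AmpC (5.3 nM in the dispensed reagent) in 20 mM phosphate pH 7.0 with 0.01% (detergent screen) or 0.0001% Triton X-100 was preincubated with compounds for 15 min at room temperature. Nitrocefin was then added from an 800 uM solution, and hydrolysis was followed at 480 nm.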
Sm TGR inh = qHTS Assay for the Inhibitors of Schistosoma Mansoni Peroxiredoxins; Schistosoma mansoni thioredoxin glutathione reductase (TGR), Q962Y6; purified TGR, DTNB reduction, TNB absorbance 405 nm; Potency, µM (series often up to 114 µM), inactives show at the highest dose activity change, negative = inhibition, actives largely listed as inhibitors; 360,000 tested, 3% active; AID 485364, 2010; further: potency means the concentration at half of the fitted maximal effect; nearly all actives have a fitted effect of over 60% in size
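First, TGR (20 nM dispensed) and NADPH were mixed with compound. Second, a 15 min room-temperature incubation followed. Third, further NADPH and then DTNB were added to start the reaction. Finally, TNB absorbance was monitored kinetically.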
FBPA Giardia inh = qHTS Assay for Inhibitors of Fructose-1,6-bisphosphate Aldolase from Giardia Lamblia; A8B2U2; purified Giardia FBPA; Potency, µM (series often up to 59.6 µM), inactives show at the highest dose activity, negative = inhibition, hits mostly inhibitors; 290,000 tested, 0.71% active; further: potency means the concentration at half of the fitted maximal effect; nearly all actives have a fitted effect of over 55% in size
Target sequence (A8B2U2 whole entry, looked up): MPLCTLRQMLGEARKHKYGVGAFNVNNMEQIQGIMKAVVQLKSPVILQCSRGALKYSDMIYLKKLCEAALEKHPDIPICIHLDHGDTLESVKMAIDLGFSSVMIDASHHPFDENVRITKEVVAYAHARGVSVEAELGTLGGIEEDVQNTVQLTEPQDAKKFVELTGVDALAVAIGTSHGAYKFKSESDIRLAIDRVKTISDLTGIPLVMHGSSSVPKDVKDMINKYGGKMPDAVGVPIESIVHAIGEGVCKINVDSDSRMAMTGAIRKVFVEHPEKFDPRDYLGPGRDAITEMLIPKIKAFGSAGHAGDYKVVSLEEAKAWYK
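40 nM FBPA preincubated 10 min at RT with compound (up to 57.5 uM final), then substrate plus GAPDH/TPI/NAD/arsenate coupling and diaphorase/resazurin added. Fluorescence read after 20 min at RT, 525/598 nm.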
AMA1 RON2 block = qHTS for Inhibitors of AMA1-RON; Towards Development of Antimalarial Drug Lead: Primary Screen | AID 720542, 2013 | Plasmodium falciparum AMA1 (3D7) - RON2 peptide interaction | AlphaScreen AMA1-biotinylated RON2 peptide binding | Potency, µM (titrated, usually from 58.2 µM), for the others: at the highest dose activity change, negative = inhibition, most hits filed as inhibitors | 360,000 tested, 0.2% active;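 further: potency means the concentration at half of the fitted maximal effect; 0% = vehicle wells and -100% = peptide control; nearly all actives have a fitted effect of over 45% in size; some results filed as inactive show a strong effect at the top dose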
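AMA1 (3D7) with his tag at 25 nM final met compounds first, then biotinylated RON2 peptide at 25 nM; detection used donor plus acceptor beads, 10 µg/mL apiece, read by AlphaScreen after 30 min at room temperature.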
HCV inh = qHTS Assay for Inhibitors of Hepatitis C Virus (HCV) | Huh7.5.1 HCVcc-Cre infection, luciferase reporter, 44 h | Potency, µM (series often up to 41.8 µM), for inactives: at the highest dose activity change, negative = inhibition, usual class: inhibitors | 340,000 tested, 3.4% active | AID 651820, 2012; further: potency means the concentration at half of the fitted maximal effect
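Infectious HCV cell culture screen: compound-treated cells (1,000/well, pre-plated 4 h) are infected with HCVcc-Cre at roughly 0.5 moi and grown 44 h. Infection is quantified by luciferase signal after 15 min substrate incubation at room temperature.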
HCMV antiviral = qHTS Assay for inhibitors of the human cytomegalovirus (HCMV); HFF cells, HCMV-luciferase reporter, 72 h; active compounds read low; activity change, negative = inhibition, % at 57.5 µM; 410,000 tested, 4.5% active; in the data active means activity change below about -60%; inconclusive means no clear call, values can overlap the other calls; inactive means above about -39%
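After 16 h attachment at 37C, HFF cells received test compound and HCMV-luciferase (1 PFU/cell); reporter luminescence read 72 h later, data normalized against buffer-only and known inhibitor Salinomycin.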
The depositor's hits bear a star; u = inconclusive; x = not tested or not shown; & = joins results of further samples; [ ] = dose if it differs, or a comment. Unless noted, the call rests on the fitted dose curve; in most records, active means well fitted curve in the direction sought with a large enough effect; inconclusive means small, poorly fitted or top-dose-only effect, or another doubt; inactive means no such curve, though single readings can be large; an effect the other way counts as inactive or inconclusive. Unless noted, on the % scale 0 is the no-effect control and ±100 the full control effect. Compounds as they come, and some 9.3% of all compounds hit somewhere here.

The line under a structure holds: AmpC detergent	Sm TGR inh	FBPA Giardia inh	AMA1 RON2 block	HCV inh	HCMV antiviral
CN(C)S(=O)(=O)N(CC(=O)NCCSCc1ccccc1)c1ccccc1
→ u	6%&6%	-3%	-5%	-7%	-7&10
Nc1nc(SCC(=O)Nc2cccc(Oc3ccccc3)c2)n[nH]1
→ u	-8%	-5%	0%	u	-25
O=C(Nc1ccc2c(c1)C(=O)N(CC1CCCO1)C2=O)c1ccccc1Br (centres undefined)
→ -5%	-4%	3%	2%	-18%	-1
Nc1ncnc2c1nc(SCCO)n2Cc1ccccc1
→ -8%	1%	1%	11%	10%	-74*
CCCOC(=O)CSc1nc(N)c(C#N)c(-c2ccco2)c1C#N
→ x	x	x	3%	18%	4
Cc1ccc(NC(=O)CN(C)C(=O)COC(=O)C(C)(C)Oc2ccc(Cl)cc2)cc1
→ -6%	-18%	x	18%	x	13
COC(=O)CN1C(=O)CSc2ccc(S(=O)(=O)Nc3cccc(C)c3)cc21
→ 4%	-1%	x	x	x	-11
Cc1nnc(SCC(=O)N(C)c2ccccc2)n1-n1cccc1
→ -13%	-2%	x	-1%	-1%	21
COc1ccc(C(=O)NC(=S)Nc2ccccc2N2CCOCC2)cc1Br
→ u	-14%	-3%	9%	16µM*	-11
CCC1(c2ccccc2)NC(=O)N(CC(=O)N(C)CC(=O)Nc2cccc(OC)c2)C1=O (centres undefined)
→ u	-5%	x	28%	12%	12

Arranged by number of heavy atoms (ascending): 3 of the compounds above
The line under a structure holds: AmpC detergent	Sm TGR inh	FBPA Giardia inh	AMA1 RON2 block	HCV inh	HCMV antiviral
Nc1ncnc2c1nc(SCCO)n2Cc1ccccc1
→ -8%	1%	1%	11%	10%	-74*
COC(=O)CN1C(=O)CSc2ccc(S(=O)(=O)Nc3cccc(C)c3)cc21
→ 4%	-1%	x	x	x	-11
CCC1(c2ccccc2)NC(=O)N(CC(=O)N(C)CC(=O)Nc2cccc(OC)c2)C1=O (centres undefined)
→ u	-5%	x	28%	12%	12

(more compounds)
The line under a structure holds: AmpC detergent	Sm TGR inh	FBPA Giardia inh	AMA1 RON2 block	HCV inh	HCMV antiviral
Cc1cccc(CN2C(=O)CC(c3ccc(Cl)cc3)c3c(C)nn(-c4nc(C)cc(C)n4)c32)c1 (centres undefined)
→ 21%	0%	x	x	x	-20
CN(Cc1nc(Cc2cccc(C(F)(F)F)c2)no1)C1CC(C)(C)NC(C)(C)C1
→ -5%	-16%	-1%	-4%	0%	-15
O=C(Nc1ccc2oc(-c3cc(Br)ccc3Cl)nc2c1)c1ccc2ccccc2c1
→ -2%	-1%	x	x	x	-93*
CCC(=O)OCC(=O)C1(OC(=O)CC)[C@H](C)C[C@H]2[C@H]3[C@H]([C@@H](O)C[C@@]21C)[C@@]1(C)C=CC(=O)C=C1C[C@H]3Cl (some centres undefined)
→ u	-1%	x	15%	20%	55
CCN(CC(=O)NCc1cccs1)C(=O)/C=C/c1ccc(OC)c(OC)c1
→ u	-5%	x	18%	-10%	7
CCNc1nc(NCC)nc(OCCNS(=O)(=O)c2ccccc2)n1
→ 7%	1%	3%	2%	-2%	1
COc1cc(-c2cc(C(=O)NCc3ccco3)c3ccccc3n2)cc(OC)c1OC
→ -1%	-6%	11%	-3%	u	48
CCN(CC)c1ccc(/C=N/NC(=O)CNC(=O)C2COc3ccccc3O2)c(O)c1 (centres undefined)
→ 0%	11%	-12%	24%	11µM*	-97*
CC1CCN(CCC(=O)Nc2ccc3c(c2)OCCO3)CC1
→ 7%	5%	u	x	x	x
CC(C)=CCSc1nnc(CCNC(=O)OC(C)(C)C)o1
→ 0%	-11%	-16%	13%	-3%	8
COc1ccc(-c2c(C)c3ccc(O)c(CN4CCN(C)CC4)c3oc2=O)cc1OC
→ 1%	-9%	x	x	x	5
CCOc1cc(/C=N/n2c(C)nc3ccccc3c2=O)ccc1O
→ -4%	-10%	-5%	6%	-7%	-21
CN(C)c1ccc(CNC(=O)CCCN2C(=O)c3cccnc3Oc3ccc(Cl)cc32)cc1
→ 6%	0%	x	x	x	0
N#Cc1c(Cn2cncn2)nc(=O)n(-c2ccc(Cl)cc2)c1N
→ 7%	4%	0%	15%	17%	-3
C1CCC2(CC1)OCC1(CO2)COC2(CCCCC2)OC1
→ 1%	u	4%	5%	15%	-14
CCOC(=O)c1c(C)[nH]c(C(=O)OCC(=O)Nc2ccc(OCC)cc2)c1C
→ -2%	2%	13%	-6%	u	1
O=C(CSc1nnc(-c2ccco2)o1)c1ccc([N+](=O)[O-])cc1
→ -3%	-11%	1%	71%[activator]	-13%	-15
CC1=C(c2ccc(C)cc2)S(=O)(=O)N(Cc2ccc(C(=O)Nc3ccccc3C)cc2)C1=O
→ 22%	-1%	x	x	x	0
COc1cccc(COC(=O)c2ccc3c(=O)n4c(nc3c2)CCC4)c1OC
→ u	3%	x	6%	-8%	-9
CC(=O)NC(Cc1cccc(C)c1)C(=O)NC1CCN(C(=O)NCc2ccccc2)CC1 (centres undefined)
→ -5%	2%	-4%	1%	8%	41

Pulled one by one from the entries so far, 6 records:
The line under a structure holds: AmpC detergent	Sm TGR inh	FBPA Giardia inh	AMA1 RON2 block	HCV inh	HCMV antiviral
CN(C)c1ccc(CNC(=O)CCCN2C(=O)c3cccnc3Oc3ccc(Cl)cc32)cc1
→ 6%	0%	x	x	x	0
CCOc1cc(/C=N/n2c(C)nc3ccccc3c2=O)ccc1O
→ -4%	-10%	-5%	6%	-7%	-21
C1CCC2(CC1)OCC1(CO2)COC2(CCCCC2)OC1
→ 1%	u	4%	5%	15%	-14
CC1=C(c2ccc(C)cc2)S(=O)(=O)N(Cc2ccc(C(=O)Nc3ccccc3C)cc2)C1=O
→ 22%	-1%	x	x	x	0
COc1ccc(-c2c(C)c3ccc(O)c(CN4CCN(C)CC4)c3oc2=O)cc1OC
→ 1%	-9%	x	x	x	5
COc1cccc(COC(=O)c2ccc3c(=O)n4c(nc3c2)CCC4)c1OC
→ u	3%	x	6%	-8%	-9

Next part:
The line under a structure holds: AmpC detergent	Sm TGR inh	FBPA Giardia inh	AMA1 RON2 block	HCV inh	HCMV antiviral
O=C(O)c1ccc(/C=C(\c2nc3ccccc3[nH]2)c2nc3ccccc3s2)cc1
→ -5%	u	u	10%	27%	-31
CN1CCN(S(=O)(=O)c2cccc(C#N)c2)C(c2ccccc2)C1 (centres undefined)
→ -1%	-3%	x	-8%	13%	-5
O=c1[nH]c(O)c(C=NCCc2ccccc2)c(=O)[nH]1
→ 3%	-3%	9%	-6%	12%	21
Cc1[nH]c(=O)c(C#N)c(C)c1[N+](=O)[O-]
→ -4%	3%	6%	-1%	4%	1
O=C(Nc1nc2cc3c(cc2s1)OCO3)C1CC1
→ -7%	-5%	3%	-7%	10µM*	-15
Cc1cnc(NC(=O)/C=C/c2ccc(Br)o2)s1
→ 1%	-1%	1%	3%	5%	0
CCOc1ccccc1NC(=O)NCCCCc1ccccc1
→ 0%	-7%	-16%	-18%	u	3
S=C(NCc1ccccc1Cl)Nc1ccccc1Cl
→ -11%	-15%	-3%	4%	-20%	-9
O=[N+]([O-])c1ccc(/C=N/Nc2ncc(Br)cn2)cc1
→ -13%	3%	5%	1%	19%	-24
COc1cccc(Nc2nnc(SCc3nc4ccccc4s3)s2)c1
→ u	-2%	-5%	5%	-5%	145
COc1cc(OC)cc(C(=O)NCCSCc2ccc(Cl)cc2)c1
→ -14%	-4%	-6%	5%	u	5
CC1CCCCN1C(=O)CSc1nnc(-c2cccnc2)o1 (centres undefined)
→ -12%	1%	3%	6%	-2%	-14
CCN(c1ccccc1)S(=O)(=O)c1cccc(C(=O)O)c1
→ -15%	-13%	20%	35%	16%	-27
CC(OC(=O)c1ccc2ccccc2c1)C(=O)N(C)Cc1ccccc1 (centres undefined)
→ -3%	0%	x	4%	u	-13
Cc1ccc2c(c1)C(c1ccc([N+](=O)[O-])cc1)=NNC(c1ccc(Br)cc1)=N2
→ -1%	1%	4%	-12%	-14%	-17
CCCCn1c(O)c(C(=O)/C=C/c2c[nH]c3ccccc23)c(=O)[nH]c1=O
→ 0%	-5%	21%	-7%	-3%	18
O=C(c1ccc(F)cc1F)N1CCCC(c2nc(-c3cccs3)no2)C1 (centres undefined)
→ -5%	-12%	6%	0%	-3%	u
COc1ccc(/C=C2/SC(=S)N(Cc3ccccc3)C2=O)cc1O
→ 0%	-7%	-2%	-13%	u	u
O=C(Cc1nn[nH]n1)Nc1ccc(F)cc1F
→ -10%	0%	-20%	10%	9%	-21
CC(C)(C)c1cc(CCC(=O)N2CCC2)cc(C(C)(C)C)c1O
→ 7%	-24%	x	0%	-23%	x
O=C1CCC(C(=O)OCC(=O)c2ccccc2)N1 (centres undefined)
→ u	1%	-1%	18%	21%	34
CN(C)Cc1c(C(=O)N/N=C/c2ccc(-c3ccccc3)cc2)nnn1-c1nonc1N
→ -11%	-4%	5%	7%	-15%	u
C=CCSc1nc2c(c(=O)[nH]1)C(C(C)C)C(C#N)=C(N)O2 (centres undefined)
→ u	-5%	-9%	2%	8%	10
CCC(c1nnnn1Cc1ccc2c(c1)OCO2)N1CCN(c2ccc(F)cc2)CC1 (centres undefined)
→ u	-2%[11.4 µM]	-3%	u	-9%	-35
N#CCC(=O)NCCCc1ccccc1
→ -11%	1%	2%	14%	12%	6
C#CCN(C(=O)c1ccc(OC2CCN(Cc3ccccn3)CC2)cc1)C1CCCCC1
→ -1%	-20%	5%	44%[activator]	-19%	-18
CCCCSc1nnc([C@@H](NC(=O)OC(C)(C)C)C(C)C)o1
→ -14%	2%	10%	3%	13%	-18
CC1=C(C(=O)OCc2ccccc2)C(c2ccccc2Br)NC(=O)N1 (centres undefined)
→ -13%	4%	-15%	6%	10µM*	-21
CCOc1cc(C)c(S(=O)(=O)Nc2ccc(F)cc2)cc1C
→ u	-17%	-12%	6%	u	-62*
CNc1nc(SC)nc(N(C)C#N)n1
→ -3%	5%	5%	3%	4%	18
CCOC(=O)C1(Cc2ccc(OC)cc2)CCN(C(=O)c2cc(C)nn2C)CC1
→ u	-11%	x	2%	u	u
CN(c1ccccc1)S(=O)(=O)c1ccc(C(=O)Nc2nnc(-c3ccc(F)cc3)o2)cc1
→ u	3%	19%	124%[activator]	5%	x
CC(=O)c1c(C)[nH]c(C(=O)OCC(=O)c2c(N)n(C)c(=O)n(C)c2=O)c1C
→ 2%	3%	-5%	x	x	x
O=C(O)CCCC(=O)NCc1c(Cl)cccc1Sc1ccc(Cl)cc1
→ 4%	-13%	7%	-1%	-6%	-26
C[C@H]1COC(=O)[C@H](Cc2ccc(F)cc2)C/C=C\C[C@@H](CC(=O)NCCO)C(=O)N1
→ x	x	x	-2%	0%	6
O=C(COC(=O)CCc1ccc(S(=O)(=O)N2CCOCC2)cc1)NCc1ccccc1Cl
→ 4%	1%	-1%	1%	9%	-32
Cc1c(C(=O)N(C)C)sc2c1c(=O)n(-c1ccc(Cl)cc1)c(=O)n2Cc1ccccc1F
→ 7%	11%	x	x	x	0

From PubChem BioAssay
